# MsrA inh: inhibitors of bovine MsrA. purified bovine MsrA, absorbance read-out. inhibition, % at 15.5 µM. 360,000 tested, 0.75% active. AID 651718; in the data active means inhibition above about 4.5%;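 further: 0% = vehicle wells with enzyme and 100% = reference inhibitor wells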
# CendR NRP1 mod: NRP-1/CendR interaction modulation | FAM-RPARPAR peptide binding to NRP-1, fluorescence polarization | inhibition, % at 25 µM | 360,000 tested, 0.85% active | AID 602438;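 active means inhibition or corrected inhibition above about 18%, plus a signal ratio from 0.5 to 1.5, limit read from the data, passing the limit was not always enough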; further: strong numbers were not always called active
# MT1-MMP act inh: blocks activation of human MT1-MMP; P50281; HT1080 RFP-PRO-GFP cells, GFP/RFP ratio fluorescence, overnight; percent of plate control window, DMSO zero; GFP/RFP ratio change, % at 20 µM; 360,000 tested, 0.061% active; AID 651647;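 active means GFP/RFP ratio change of at least 30% with cell ATP level not reduced by more than half and red fluorescence within 50% of control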; further: strong numbers were not always called active
#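 system = RFP-PRO-GFP reporter HT1080 cells | dosing = 20 µM single dose, 1% DMSO | timing = overnight cell settling, then overnight compound exposure, 37 °C, 5% CO2 | read-out basis = GFP/RFP fluorescence ratio | controls = DMSO and RFP-L50D-GFP cell wells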
# Neddylation inh: blocks human cullin neddylation | TR-FRET cullin neddylation, biochemical | calls only at 25 µM | 360,000 tested, 0.58% active | AID 651699; in the data active means inhibition above about 36%
# FAS TE block: inhibitors of human fatty acid synthase thioesterase domain; P49327; recombinant FAS-TE, OMFH fluorogenic substrate, fluorescence endpoint; inhibition, % at 15 µM; 360,000 tested, 0.67% active; AID 602261;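 active means compounds whose normalised, plate-corrected inhibition of enzyme fluorescence in the single-dose primary screen is 50% or more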;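 further: 0% = DMSO with enzyme and 100% = substrate without enzyme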
# bovine MsrA act: bovine methionine sulfoxide reductase A activation; 360,000 tested, 0.3% active; activation, % at 10.6 µM; purified bovine MsrA, absorbance read-out; in the data active means activation above about 7.5%;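 further: 0% = vehicle and 100% = reference activator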
# SKN-1 block: inhibitors of C. elegans SKN-1; inhibition, % at 21.8 µM; AID 624304; 360,000 tested, 0.49% active; C. elegans VP596 Pgst-4::GFP/RFP ratio, acrylamide-induced, 24 h;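 active means interference check ratio from 0.5 to 1.5 plus GFP to RFP signal ratio inhibition reaching or exceeding a fixed threshold, cut at about 30% in these data, passing the limit was not always enough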; further: some compounds called inactive have numbers as strong as hits
# E coli Lon inh: inhibits E. coli Lon protease; P0A9M0; purified E. coli Lon protease, fluorescence polarization; inhibition, % at 7.94 µM; 360,000 tested, 0.42% active; AID 602123; in the data active means inhibition above about 13%, passing the limit was not always enough;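 further: 0% = enzyme with probe and DMSO and 100% = no enzyme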
# Rin1 Abl inh: blocks binding of human Rin1 to Abl | P00519+Q13671 | TR-FRET Rin1/Abl binding, biochemical | inhibition, % at 7.35 µM | 360,000 tested, 0.4% active | AID 588664; in the data active means inhibition above about 5%, passing the limit was not always enough
# * = called active by the depositor; i = inactive; / = not tested or not shown.
SMILES,MsrA inh,CendR NRP1 mod,MT1-MMP act inh,Neddylation inh,FAS TE block,bovine MsrA act,SKN-1 block,E coli Lon inh,Rin1 Abl inh
CC(=O)NC(C)(c1ccccc1)c1nc(-c2cccc3cccnc23)cs1 (stereo not drawn),0.1,-6,0,i,2,-1,28,2,-4
N#C/C(=C/Nc1ccccc1C(=O)O)C(N)=O,5.8*,5,3,i,-6,-9,-7,-8,-2
CC(C)Nc1nc(NCCN2CCCC2)c2sc(-c3ccccc3)cc2n1,-0.2,12,8,i,-11,-4,23,-9,-3
CCC(C)C(N)C(=O)NC(CCC(=O)OCc1ccccc1)C(N)=O (stereo not drawn),-0.3,2,6,i,-5,3,8,5,-2
CN(C(=O)CN1C(=O)c2ccc([N+](=O)[O-])cc2C1=O)C1CCCCC1,0.5,0,-6,i,43,-4,2,-12,-3
CC(C(=O)Nc1cccnc1)c1ccc([N+](=O)[O-])cc1 (stereo not drawn),-1.2,-3,/,i,-6,-12,6,2,3
Cc1ccc(NC(=O)C(OC(=O)c2ccc(NC(N)=O)cc2)c2ccccc2)cc1Cl (stereo not drawn),-1.6,-8,0,i,38,-4,9,3,-1
O=C(NCc1ccccn1)C1CCN(C(=O)c2cc3sccc3n2Cc2ccc(F)cc2)CC1,-0.1,3,0,i,-9,-4,-7,2,2
CC(=C/C(=O)O)/C(=C\c1ccc(Br)o1)C(=O)O,0.9,-8,-1,i,-4,-3,10,-8,-2
O=C(CCc1nnc(CCc2ccccc2)o1)NC(c1cccnc1)C(F)(F)F (stereo not drawn),-0.6,10,-3,i,-2,-1,6,8,-1
COc1ccccc1C(=O)Nc1c(C(=O)N2CCN(C)CC2)oc2ccccc12,-0.2,4,-1,i,-2,-6,11,8,5
CCCCN(Cc1ccccc1)C(=O)C1CCC(=O)N(CCc2ccccn2)C1 (stereo not drawn),-0.3,2,-3,i,-4,-2,8,1,-2
COC(=O)c1[nH]c2ccccc2c1NC(=O)C(C)N1CC(C)OC(C)C1 (stereo not drawn),1.5,9,5,i,-2,0,3,-2,-2
COc1cccc(C(=O)Nc2cc3c(cc2Br)OCCCO3)c1,-0.4,2,4,i,2,-10,-10,0,1
COc1ccc(Cl)cc1N1C(=O)CN(Cc2cc(OC)c(OC)c(OC)c2)C1=S,-0.2,9,-7,i,7,-2,-10,2,1
O=C(COC(=O)CN1C(=O)C2CCCCC2C1=O)Nc1cc(S(=O)(=O)N2CCOCC2)ccc1Cl (stereo not drawn),-1.1,-1,-2,i,-10,5,-6,0,-2
O=C(N1CCOCC1)N1CCN(Cc2ccccc2)CC1,1.8,-3,-1,i,-10,-1,1,-5,-4
O=C(/C=C/c1cccc(OCc2ccccc2)c1)c1cccnc1,-1.4,3,-1,i,7,-4,5,-2,1
Cc1cc(NC(=O)COc2ccccc2C#N)no1,-1.1,6,0,i,-3,-4,3,-3,0
Cc1cccc(NC(=O)c2cc(=O)c3ccccc3o2)n1,1.9,2,2,i,-4,-9,3,-5,-1
O=C(O)C1C2C=CC(C2)C1C(=O)N1CCc2ccccc21 (stereo not drawn),-1.0,-76,-1,i,-5,2,5,9,3
O=C(CC1SC(N2CCCCC2)=NC1=O)Nc1cccc(C(=O)NCc2ccccc2)c1 (stereo not drawn),0.4,13,11,i,-7,-3,9,13,2
CCCN(C(=O)CSc1n[nH]c(-c2ccc(OC)cc2)n1)c1c(N)n(Cc2ccccc2)c(=O)[nH]c1=O,-0.2,-17,-1,i,-10,-13,-6,-16,2
CC1CC(C)CN(C(=O)C2CCC(CNc3c(N4CCCCC4)c(=O)c3=O)CC2)C1 (stereo not drawn),0.7,2,3,i,-3,-5,-3,-4,0
CCC(c1nnc(SCC(=O)N(C)c2ccccc2)n1Cc1ccccc1)N(C)C (stereo not drawn),-1.2,-12,-2,i,-5,-4,12,3,1
O=C(C1CCC(=O)N(C2CC2)C1)N1CCC(Oc2cccc(F)c2)CC1 (stereo not drawn),-0.3,11,2,i,-2,-8,-11,0,0
CCCOc1ccccc1NS(=O)(=O)c1ccc2[nH]c(=O)[nH]c2c1,-0.8,11,1,i,-5,-2,3,-4,3
O=C(NC1=NCCS1)c1csc2ccccc12,1.5,-4,4,i,-12,-6,2,-1,0
Cc1ccc(Nc2nc(=O)[nH]nc2C)cc1,0.3,-1,-1,i,-9,2,5,-7,1
O=C(COc1ccccc1F)Nc1c2c(nn1-c1ccccc1)CS(=O)(=O)C2,1.5,-1,-1,i,2,-2,-6,-2,1
CCN(CC)CCNC(=O)C1(O)c2cc(Br)ccc2NC(=O)N1c1ccccc1 (stereo not drawn),0.3,5,3,i,-6,-6,-27,6,0
Cc1cc(C)cc(NC(=S)NC(=O)C2CC2)c1,0.5,1,1,i,3,-5,0,17,0
O=C(OCC(=O)N1CCC(Cc2ccccc2)CC1)c1ccc(CO)cc1,0.2,-2,9,i,-1,-2,-30,-10,1
C/C(=N/NS(=O)(=O)c1cc(C)ccc1C)c1c[nH]c2ccccc12,0.6,7,5,i,5,-2,-21,0,-2
CN1CCN(S(=O)(=O)c2cccc(C(=O)N(Cc3nnc(-c4ccccc4Cl)o3)C3CC3)c2)CC1,0.1,21,0,i,-8,7.8*,-4,0,4
COc1ccc(OC)c(NC(=O)CCCSc2ccccc2)c1,0.9,5,2,i,8,-1,-4,1,-4
COC(=O)c1c(NC(=O)CC2NCCNC2=O)sc2c1CCCC2 (stereo not drawn),-0.8,-6,-1,i,-5,-2,13,0,0
O=C(N/N=C/c1cccc([N+](=O)[O-])c1)c1cnccn1,1.1,1,-13,i,-3,-2,-5,-2,-1
O=C1C2C3c4ccccc4C(c4ccccc43)[C@@H]2C(=O)N1c1cccnc1 (stereo partly drawn),0.1,2,0,i,-5,2,6,1,1
CCN(CC)CCN(Cc1cc2cc(C)cc(C)c2[nH]c1=O)C(=S)NCc1ccco1,-0.8,-24,-6,i,-3,-2,10,-7,-3

# As a working copy, some entries already given:
SMILES,MsrA inh,CendR NRP1 mod,MT1-MMP act inh,Neddylation inh,FAS TE block,bovine MsrA act,SKN-1 block,E coli Lon inh,Rin1 Abl inh
O=C(O)C1C2C=CC(C2)C1C(=O)N1CCc2ccccc21 (stereo not drawn),-1.0,-76,-1,i,-5,2,5,9,3
O=C(CC1SC(N2CCCCC2)=NC1=O)Nc1cccc(C(=O)NCc2ccccc2)c1 (stereo not drawn),0.4,13,11,i,-7,-3,9,13,2
CCCN(C(=O)CSc1n[nH]c(-c2ccc(OC)cc2)n1)c1c(N)n(Cc2ccccc2)c(=O)[nH]c1=O,-0.2,-17,-1,i,-10,-13,-6,-16,2
CC1CC(C)CN(C(=O)C2CCC(CNc3c(N4CCCCC4)c(=O)c3=O)CC2)C1 (stereo not drawn),0.7,2,3,i,-3,-5,-3,-4,0
CCC(c1nnc(SCC(=O)N(C)c2ccccc2)n1Cc1ccccc1)N(C)C (stereo not drawn),-1.2,-12,-2,i,-5,-4,12,3,1
O=C(C1CCC(=O)N(C2CC2)C1)N1CCC(Oc2cccc(F)c2)CC1 (stereo not drawn),-0.3,11,2,i,-2,-8,-11,0,0
CCCOc1ccccc1NS(=O)(=O)c1ccc2[nH]c(=O)[nH]c2c1,-0.8,11,1,i,-5,-2,3,-4,3
O=C(NC1=NCCS1)c1csc2ccccc12,1.5,-4,4,i,-12,-6,2,-1,0
Cc1ccc(Nc2nc(=O)[nH]nc2C)cc1,0.3,-1,-1,i,-9,2,5,-7,1
O=C(COc1ccccc1F)Nc1c2c(nn1-c1ccccc1)CS(=O)(=O)C2,1.5,-1,-1,i,2,-2,-6,-2,1
CCN(CC)CCNC(=O)C1(O)c2cc(Br)ccc2NC(=O)N1c1ccccc1 (stereo not drawn),0.3,5,3,i,-6,-6,-27,6,0
Cc1cc(C)cc(NC(=S)NC(=O)C2CC2)c1,0.5,1,1,i,3,-5,0,17,0
O=C(OCC(=O)N1CCC(Cc2ccccc2)CC1)c1ccc(CO)cc1,0.2,-2,9,i,-1,-2,-30,-10,1
C/C(=N/NS(=O)(=O)c1cc(C)ccc1C)c1c[nH]c2ccccc12,0.6,7,5,i,5,-2,-21,0,-2
CN1CCN(S(=O)(=O)c2cccc(C(=O)N(Cc3nnc(-c4ccccc4Cl)o3)C3CC3)c2)CC1,0.1,21,0,i,-8,7.8*,-4,0,4
COc1ccc(OC)c(NC(=O)CCCSc2ccccc2)c1,0.9,5,2,i,8,-1,-4,1,-4

# Next structures.
SMILES,MsrA inh,CendR NRP1 mod,MT1-MMP act inh,Neddylation inh,FAS TE block,bovine MsrA act,SKN-1 block,E coli Lon inh,Rin1 Abl inh
NC(=O)c1nsc(C(=O)N(Cc2ccco2)C(C(=O)NCC2CCCO2)c2ccc(O)cc2)c1N (stereo not drawn),0.7,17,-2,i,1,-3,4,5,0
O=C(O)c1ccc(CNS(=O)(=O)c2ccc(Oc3ccccc3Cl)cc2)cc1,1.5,-1,3,i,0,-3,17,0,2
CCNC(=S)NC1CC2CCC(C1)N2Cc1ccccc1 (stereo not drawn),1.1,8,5,i,-11,-13,-2,-7,1
O=C(Nc1nc(-c2ccccc2)cs1)C1c2ccccc2Oc2ccccc21,-1.0,14,-22,i,33,-1,18,4,0
CC(=O)c1ccc(N2CCN(S(=O)(=O)c3c(C)[nH]c(C)c3C(=O)N3CCCCC3)CC2)cc1,1.7,8,-2,i,-5,-6,-10,1,0
O=C(CCC(=O)N(CC(=O)NC1CCCC1)C1CCCC1)Nc1ccccn1,0.4,0,-1,i,-8,-7,-2,-5,-1
O=C(Cc1ccc(Cl)cc1)Nc1cccnc1Cl,-0.9,-15,-3,i,-2,-1,20,4,4
O=C(COc1ccccc1Cl)NCc1ccco1,-0.3,-1,-2,i,-14,-11,-5,8,-2
O=C(CN1CCCCC1)Nc1cccc(Br)c1,0.1,6,-1,i,0,7.8*,-4,0,-1
CSc1ccc(CNc2ccc(C)c(C)c2)cc1,-0.3,-3,5,i,22,2,-1,-5,-2
COc1ccccc1CCNC(=O)C(=O)NCC1OCCCN1S(=O)(=O)c1ccc(F)cc1C (stereo not drawn),-0.2,2,0,i,5,-1,5,-1,4
C=CCNC(=S)N/N=C/c1ccc(-c2cccc([N+](=O)[O-])c2)o1,1.2,-2,0,i,6,-3,18,-4,1
CCc1ccc(NC(=O)c2noc3c2CCC3)cc1,0.2,-8,5,i,3,-10,6,-4,1
CCn1c(CNC(=O)c2ccc(Cl)cc2)nnc1SCC(=O)N1CCOCC1,-1.4,9,6,i,-6,-7,4,-10,4
CCOC(=O)c1c(C)oc(=O)c(CC)c1O,0.0,3,-5,i,-8,-6,-14,-14,-3
CCOc1cccc(-c2nn3c(-c4cc(C)[nH]n4)nnc3s2)c1,-0.2,3,5,i,-2,-3,7,-8,2
CC1CCCN(C(=O)C2CCN(S(=O)(=O)c3cccc4nonc34)CC2)C1 (stereo not drawn),1.2,-8,3,i,-5,-3,7,2,0
COc1cnn(-c2cccc(Cl)c2)c(=O)c1Cl,1.3,14,2,i,-1,-8,-4,2,0
CCOC(=O)COc1ccc(S(=O)(=O)N2CCN(c3ccc(OC)cc3)CC2)cc1,1.5,3,3,i,20,0,-8,2,7
FC(F)(F)c1nnc2ccc(N3CCCC3)nn12,0.7,3,/,i,1,-17,-7,-1,-12
COCCn1c(SCC(=O)Nc2ccccc2OC)nc2ccccc21,0.0,6,4,i,4,-3,-1,14,-2
COC(=O)[C@H](Cc1ccccc1)NC(=O)N1CCCCCC1,1.4,4,-1,i,-3,-1,6,4,0
CCCNC(=O)c1ccc(CN2CCc3ccccc3C2)cc1,0.1,-9,-1,i,-6,-2,-13,-9,-1

# Assay outcomes from PubChem BioAssay.
